Source: PubChem BioAssay (several laboratories)
GDH-TPI counter: counter-screen for M. tuberculosis FBA inhibitors: GDH-TPI coupled enzymes. GDH-TPI coupled enzyme counterscreen, NADH absorbance. inhibition, % at 4.8 µM. actives 1.2% (n = 360,000). AID 588335; in the data active = inhibition above about 30%;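 also: 0% = DMSO wells and 100% = wells lacking the enzyme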
BH1578 lux ind: induces V. cholerae light production without autoinducers; AID 588436; V. cholerae BH1578 lux reporter, luminescence, 6 h; actives 0.16% (n = 350,000); activation, % at 18.7 µM; in the data active = activation mostly above about 9.7%, no sharp cut-off; also: not every result past the cut was called active; inactives centre near 0; reference of the scale not given here
PfHsp40 yeast: rescue of PfHsp40-mediated yeast toxicity; S. cerevisiae expressing PfHsp40, growth rescue, ATP luminescence; actives 0.68% (n = 340,000); growth rescue, % at 12.5 µM; AID 504582; in the data active = growth rescue above about 28%, passing the limit was not always enough;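 also: yeast W303a lacking pdr1 and pdr3 grown in galactose medium; growth measured after three days at 30 °C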
Mtb BioA inh: blocks M. tuberculosis BioA enzyme activity; actives 0.096% (n = 360,000); AID 602481; purified M. tuberculosis BioA enzyme, plate reader; inhibition, % at 9.99 µM; in the data active = inhibition above about 40%
Mtb UGM inh: blocks M. tuberculosis UGM enzyme; purified UGM, fluorescence polarization probe displacement; inhibition, % at 10 µM; actives 0.06% (n = 320,000); AID 504406; in the data active = inhibition above about 10%, passing the limit was not always enough
Target sequence (P9WIQ1 whole entry, looked up): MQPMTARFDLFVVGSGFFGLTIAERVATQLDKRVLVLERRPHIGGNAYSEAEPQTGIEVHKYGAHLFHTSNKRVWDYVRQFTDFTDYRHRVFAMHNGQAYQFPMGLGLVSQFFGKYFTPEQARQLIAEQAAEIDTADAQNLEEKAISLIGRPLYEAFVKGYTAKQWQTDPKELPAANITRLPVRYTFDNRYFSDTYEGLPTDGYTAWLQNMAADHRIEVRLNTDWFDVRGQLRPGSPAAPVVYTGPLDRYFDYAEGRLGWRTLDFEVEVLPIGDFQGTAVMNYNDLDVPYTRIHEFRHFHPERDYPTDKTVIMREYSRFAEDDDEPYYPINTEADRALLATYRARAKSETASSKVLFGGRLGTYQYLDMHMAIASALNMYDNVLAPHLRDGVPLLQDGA
Yp Topo-I inh: blocks Yersinia pestis topoisomerase I activity | Y. pestis Topo-I cleavage product accumulation, plate reader | activity, % at 10 µM | actives 0.064% (n = 360,000) | AID 504884; in the data active = activity above about 50%, passing the limit was not always enough; also: inactives centre near 2
FBA Mtb inh: inhibitors of M. tuberculosis fructose-bisphosphate aldolase | P9WQA3 | purified M. tuberculosis FBA, fluorescence read-out | AID 588726 | inhibition, % at 1 µM | actives 2.3% (n = 360,000); in the data active = inhibition above about 27%;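 also: 0% = vehicle and 100% = reference inhibitor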
Target sequence (P9WQA3 whole entry, looked up): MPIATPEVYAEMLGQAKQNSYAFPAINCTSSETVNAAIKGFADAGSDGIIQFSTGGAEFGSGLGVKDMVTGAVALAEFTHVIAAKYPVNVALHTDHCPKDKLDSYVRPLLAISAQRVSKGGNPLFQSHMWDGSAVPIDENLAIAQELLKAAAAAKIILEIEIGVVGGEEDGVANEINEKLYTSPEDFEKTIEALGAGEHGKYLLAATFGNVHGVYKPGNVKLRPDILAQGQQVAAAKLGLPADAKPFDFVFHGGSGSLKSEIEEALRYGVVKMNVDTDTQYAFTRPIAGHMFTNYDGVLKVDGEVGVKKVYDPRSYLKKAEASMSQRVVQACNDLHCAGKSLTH
TcdB inh: inhibitors of Clostridioides difficile toxin B glycohydrolase | AID 652162 | P18177 | actives 0.24% (n = 350,000) | inhibition, % at 9.99 µM | TcdB glycohydrolase enzymatic assay, plate reader; in the data active = inhibition above about 10%
FadD28 FP inh: blocks FadD28 binding to the bisubstrate probe. fluorescence polarization. inhibition, % at 12.5 µM. actives 0.22% (n = 360,000); in the data active = inhibition above about 8.5%, passing the limit was not always enough
Numbers without * were called inactive.

Screening C[C@@H](NC(=O)[C@@H]1Cc2ccccc2CN1)C(=O)NCC1CCCO1 (some centres undefined) returned GDH-TPI counter 0.8, BH1578 lux ind -0.3, PfHsp40 yeast -0.5, Mtb BioA inh -3.0, Mtb UGM inh 1.9, Yp Topo-I inh -0.4, FBA Mtb inh -1.4, TcdB inh 0.3 and FadD28 FP inh -1.5.
For COc1ccc(CC2=C(O)c3ccccc3C(=O)C2=O)cc1 the results were GDH-TPI counter 4.3, BH1578 lux ind 1.7, PfHsp40 yeast 2.6, Mtb BioA inh 0.6, Mtb UGM inh 0.9, Yp Topo-I inh -3.2, FBA Mtb inh -4.3, TcdB inh 0.6 and FadD28 FP inh 1.2.
`Nc1ccc(-c2nc3cc(N)ccc3o2)cc1` gave GDH-TPI counter 34.0*, BH1578 lux ind inactive, PfHsp40 yeast 1.2, Mtb BioA inh -0.1, Mtb UGM inh 1.3, Yp Topo-I inh -0.3, FBA Mtb inh 36.8*, TcdB inh 0.7 and FadD28 FP inh 0.1.
CCOC(=O)C1(CC2CCCCO2)CCN(S(=O)(=O)c2ccc(C)s2)CC1 (centres undefined) was read as GDH-TPI counter -3.5, BH1578 lux ind inactive, PfHsp40 yeast -0.5, Mtb UGM inh 2.8, Yp Topo-I inh -0.6, FBA Mtb inh -1.8, TcdB inh 1.6 and FadD28 FP inh -2.9.
For O=C(O)COc1ccccc1C=NNc1ccc([N+](=O)[O-])cc1S(=O)(=O)Nc1ccc(Cl)cc1 the results were GDH-TPI counter 8.2, BH1578 lux ind inactive, PfHsp40 yeast 2.0, Mtb BioA inh 7.8, Mtb UGM inh 2.8, Yp Topo-I inh -9.8, FBA Mtb inh -12.4, TcdB inh 0.1 and FadD28 FP inh 16.5*.
For CCc1nnc(NC(=O)c2cc([N+](=O)[O-])ccc2N2CCOCC2)s1 the results were GDH-TPI counter 1.1, BH1578 lux ind -0.7, PfHsp40 yeast -0.9, Mtb BioA inh -1.5, Mtb UGM inh -2.3, Yp Topo-I inh -4.6, FBA Mtb inh -1.8, TcdB inh 1.6 and FadD28 FP inh -3.1.
CCOc1ccc(-n2c(=O)c3sccc3n(CC(=O)NC3CCCCC3)c2=O)cc1 was read as GDH-TPI counter -0.4, BH1578 lux ind -0.5, PfHsp40 yeast -0.8, Mtb BioA inh -1.7, Mtb UGM inh -0.9, Yp Topo-I inh -5.5, FBA Mtb inh -0.1, TcdB inh -2.7 and FadD28 FP inh -3.7.
Screening O=S(=O)(c1cccc(Br)c1)N1CCN(CCc2ccccc2)CC1 returned GDH-TPI counter -1.9, BH1578 lux ind -0.6, PfHsp40 yeast -0.3, Mtb BioA inh -0.6, Mtb UGM inh 2.2, Yp Topo-I inh 32.5, FBA Mtb inh 1.3, TcdB inh 0.2 and FadD28 FP inh -3.9.
`O=C(/C=C/c1ccc(Cl)cc1)N1CCN(c2c(Cl)cccc2[N+](=O)[O-])CC1` gave GDH-TPI counter 9.8, BH1578 lux ind -2.8, PfHsp40 yeast 3.4, Mtb BioA inh -1.3, Yp Topo-I inh 31.5, FBA Mtb inh -1.6, TcdB inh -0.9 and FadD28 FP inh -0.4.
COc1ccc(C2=NN3C(C2)c2ccccc2OC3c2cccs2)cc1 (centres undefined) was read as GDH-TPI counter 4.0, BH1578 lux ind inactive, PfHsp40 yeast 1.8, Mtb UGM inh -1.0, Yp Topo-I inh -3.8, FBA Mtb inh 60.0*, TcdB inh -0.9 and FadD28 FP inh -2.1.
Screening Cc1cc(NC(=O)CSc2nc3c(c(=O)n2CCc2ccccc2)SC(C)C3)no1 (centres undefined) returned GDH-TPI counter 7.2, BH1578 lux ind -0.2, PfHsp40 yeast -0.7, Mtb BioA inh -1.5, Mtb UGM inh -0.3, Yp Topo-I inh 3.5, FBA Mtb inh -2.3, TcdB inh -1.5 and FadD28 FP inh -0.4.
For O=C(COC(=O)CCC(=O)c1cccs1)NCc1ccccc1 the results were GDH-TPI counter -2.8, BH1578 lux ind -0.3, PfHsp40 yeast 0.1, Mtb UGM inh -4.5, Yp Topo-I inh 3.2, FBA Mtb inh 1.0, TcdB inh 1.0 and FadD28 FP inh -1.8.
Screening CCOc1nc(-c2ccc(OC)cc2)ccc1-c1noc(-c2ccncc2)n1 returned GDH-TPI counter 0.0, BH1578 lux ind inactive, PfHsp40 yeast -0.5, Mtb BioA inh -0.5, Yp Topo-I inh -6.7, FBA Mtb inh 0.1 and FadD28 FP inh -2.3.
Screening CCC(C)NC(=O)C1c2ccccc2C(=O)N1Cc1cc(OC)ccc1OC (centres undefined) returned GDH-TPI counter 1.7, BH1578 lux ind -0.4, PfHsp40 yeast -0.3, Mtb BioA inh -1.1, Mtb UGM inh 1.4, Yp Topo-I inh 9.0, FBA Mtb inh 2.7 and FadD28 FP inh 0.2.
`CSC1=NCCCN1C(=O)c1c(-c2ccccc2Cl)noc1C` gave GDH-TPI counter 10.2, BH1578 lux ind 0.2, PfHsp40 yeast -2.0, Mtb BioA inh -1.7, Mtb UGM inh 0.7, Yp Topo-I inh 4.6, FBA Mtb inh 0.1, TcdB inh 0.2 and FadD28 FP inh 0.0.
CCOc1ccc(S(=O)(=O)N2CCN(C(=O)C3CC3C)CC2)cc1 (centres undefined) was read as GDH-TPI counter 6.2, BH1578 lux ind inactive, PfHsp40 yeast -0.3, Mtb BioA inh -1.6, Mtb UGM inh -2.4, Yp Topo-I inh -10.7, FBA Mtb inh 3.6, TcdB inh 0.6 and FadD28 FP inh -1.0.
Screening Cc1c(CN2CCC(n3nccc3NC(=O)C3CCOC3)CC2)[nH]c2ccccc12 (centres undefined) returned GDH-TPI counter -1.0, BH1578 lux ind 3.4, PfHsp40 yeast -0.2, Mtb BioA inh -1.0, Mtb UGM inh 0.3, Yp Topo-I inh -13.4, FBA Mtb inh 2.1, TcdB inh 1.5 and FadD28 FP inh -1.4.
Screening Cc1cc(O)c(/C=N/c2ccccn2)c(=O)o1 returned GDH-TPI counter 0.6, PfHsp40 yeast -1.0, Mtb BioA inh -6.4, Mtb UGM inh -7.9, Yp Topo-I inh -1.3, FBA Mtb inh -1.2, TcdB inh -0.8 and FadD28 FP inh 1.8.
`COC(=O)c1ccccc1NC(=O)c1cc2nc(C3CC3)cc(C(F)(F)F)n2n1` gave GDH-TPI counter -3.1, BH1578 lux ind inactive, PfHsp40 yeast -0.2, Mtb UGM inh 4.8, Yp Topo-I inh -1.8, FBA Mtb inh 3.0 and FadD28 FP inh -4.8.
c1ccc(-c2csc(Nc3cccnc3)n2)nc1 was read as GDH-TPI counter 5.4, BH1578 lux ind 2.9, PfHsp40 yeast -0.3, Mtb BioA inh 1.5, Mtb UGM inh -0.9, Yp Topo-I inh 5.7, FBA Mtb inh -0.8 and FadD28 FP inh -3.3.
CCOc1ccc(CCNC(=O)c2ccc(Cl)c(S(=O)(=O)N3CCOCC3)c2)cc1OCC was read as GDH-TPI counter 8.1, BH1578 lux ind -0.6, PfHsp40 yeast 0.1, Mtb BioA inh -0.1, Mtb UGM inh 0.5, Yp Topo-I inh 5.2, FBA Mtb inh 1.3, TcdB inh -0.3 and FadD28 FP inh -2.6.
`Cn1cc(CN2C[C@H]3CC[C@H]2C3)c(-c2ccccc2F)n1` gave GDH-TPI counter 5.2, BH1578 lux ind -0.3, PfHsp40 yeast -0.7, Mtb BioA inh 0.3, Mtb UGM inh 1.2, Yp Topo-I inh -3.7, FBA Mtb inh 17.9, TcdB inh 0.3 and FadD28 FP inh -0.5.
CCN(CC)c1ncn(Cc2c(Cl)cccc2Cl)c2ncnc1-2 was read as GDH-TPI counter 5.8, BH1578 lux ind inactive, PfHsp40 yeast 1.1, Mtb BioA inh 1.2, Yp Topo-I inh -1.4, FBA Mtb inh 0.4 and FadD28 FP inh -1.3.
For CC1CCCN(S(=O)(=O)c2ccccc2[N+](=O)[O-])C1 (centres undefined) the results were GDH-TPI counter 0.0, BH1578 lux ind -0.4, PfHsp40 yeast -1.5, Mtb BioA inh -1.5, Mtb UGM inh 0.9, Yp Topo-I inh 7.9, FBA Mtb inh 2.7 and FadD28 FP inh 0.6.

An excerpt from above in order of molecular weight, ascending:
Screening Cc1cc(O)c(/C=N/c2ccccn2)c(=O)o1 returned GDH-TPI counter 0.6, PfHsp40 yeast -1.0, Mtb BioA inh -6.4, Mtb UGM inh -7.9, Yp Topo-I inh -1.3, FBA Mtb inh -1.2, TcdB inh -0.8 and FadD28 FP inh 1.8.
`Cn1cc(CN2C[C@H]3CC[C@H]2C3)c(-c2ccccc2F)n1` gave GDH-TPI counter 5.2, BH1578 lux ind -0.3, PfHsp40 yeast -0.7, Mtb BioA inh 0.3, Mtb UGM inh 1.2, Yp Topo-I inh -3.7, FBA Mtb inh 17.9, TcdB inh 0.3 and FadD28 FP inh -0.5.
Screening Cc1c(CN2CCC(n3nccc3NC(=O)C3CCOC3)CC2)[nH]c2ccccc12 (centres undefined) returned GDH-TPI counter -1.0, BH1578 lux ind 3.4, PfHsp40 yeast -0.2, Mtb BioA inh -1.0, Mtb UGM inh 0.3, Yp Topo-I inh -13.4, FBA Mtb inh 2.1, TcdB inh 1.5 and FadD28 FP inh -1.4.

More structures.
`Cc1ccc(C)c(NC(=O)CN(C)C(=O)c2cc(-c3cccs3)nn2-c2ccccc2)c1` gave GDH-TPI counter 8.3, BH1578 lux ind -0.2, PfHsp40 yeast 0.9, Mtb BioA inh -1.1, Mtb UGM inh -0.5, Yp Topo-I inh 31.8, FBA Mtb inh -0.2, TcdB inh -1.9 and FadD28 FP inh -5.7.
For Cc1cc2nncn2c(Cc2ccccc2)n1 the results were GDH-TPI counter 7.7, BH1578 lux ind 7.1, PfHsp40 yeast 0.1, Mtb BioA inh -2.3, Mtb UGM inh 0.4, Yp Topo-I inh -2.8, FBA Mtb inh 0.1 and FadD28 FP inh -0.3.
Cc1cc(Br)ccc1NC(=S)NC1CCCC1 was read as GDH-TPI counter 13.7, BH1578 lux ind inactive, PfHsp40 yeast -0.7, Mtb BioA inh 1.1, Mtb UGM inh -2.9, Yp Topo-I inh 5.3, FBA Mtb inh 0.4, TcdB inh 0.1 and FadD28 FP inh -3.2.
Cc1ccc(O)c(CNn2cnnc2)c1 was read as GDH-TPI counter -4.9, BH1578 lux ind -8.3, PfHsp40 yeast -0.2, Mtb BioA inh -2.1, Mtb UGM inh 2.3, Yp Topo-I inh 3.9, FBA Mtb inh 0.5 and FadD28 FP inh -0.7.
Cc1cccc(Nc2nc(N)nc(CN3CCN(C)CC3)n2)c1 was read as GDH-TPI counter 3.0, BH1578 lux ind -1.9, PfHsp40 yeast 1.1, Mtb BioA inh 0.7, Mtb UGM inh 1.4, Yp Topo-I inh 4.3, FBA Mtb inh -0.3 and FadD28 FP inh -1.3.
`c1ccc2c(-c3csc(-c4ccncc4)n3)c[nH]c2c1` gave GDH-TPI counter -6.2, BH1578 lux ind -0.9, PfHsp40 yeast -1.7, Mtb BioA inh -1.7, Mtb UGM inh 2.9, Yp Topo-I inh -2.5, FBA Mtb inh -3.7, TcdB inh 1.1 and FadD28 FP inh -0.1.
Screening COc1cccc(/C=C/C(=O)c2ccc(NS(=O)(=O)c3ccc(C)cc3)cc2)c1 returned GDH-TPI counter 23.3, BH1578 lux ind inactive, PfHsp40 yeast 0.7, Mtb BioA inh 2.0, Mtb UGM inh 1.8, Yp Topo-I inh 2.6, FBA Mtb inh -6.2 and FadD28 FP inh -1.2.
Screening COc1cc(C(=O)NNC(=S)Nc2ccc(S(N)(=O)=O)cc2)cc(OC)c1OC returned GDH-TPI counter 16.4, BH1578 lux ind -0.4, PfHsp40 yeast -1.1, Mtb UGM inh -0.5, Yp Topo-I inh -3.2, FBA Mtb inh 1.8, TcdB inh 0.0 and FadD28 FP inh 0.8.
`Cc1cccc(NC(=S)NCCc2ccc(S(N)(=O)=O)cc2)c1C` gave GDH-TPI counter 3.2, BH1578 lux ind -0.3, PfHsp40 yeast 0.8, Mtb UGM inh 0.8, Yp Topo-I inh 1.6, FBA Mtb inh 0.5, TcdB inh 1.8 and FadD28 FP inh -0.2.
Screening O=C(Nc1ccc(OC(F)F)cc1)c1cc(S(=O)(=O)N2CCCCC2)ccc1N1CCOCC1 returned GDH-TPI counter 4.5, BH1578 lux ind -0.8, PfHsp40 yeast 0.0, Mtb BioA inh 0.7, Yp Topo-I inh 19.4, FBA Mtb inh -2.0, TcdB inh -0.8 and FadD28 FP inh 0.3.
For CN(C(=O)COC(=O)c1ccccc1OCc1ccc(F)cc1)C1CCS(=O)(=O)C1 (centres undefined) the results were GDH-TPI counter 11.0, BH1578 lux ind -0.5, PfHsp40 yeast 0.8, Mtb BioA inh 1.1, Mtb UGM inh -1.9, Yp Topo-I inh 4.5, FBA Mtb inh 1.1, TcdB inh 0.0 and FadD28 FP inh -2.5.
